# GALK inhibitor – galactokinase (human) inhibition; P51570; Purified GALK, Kinase-Glo residual ATP luminescence; Potency, µM (titrated, usually from 57.5 µM), without a hit: at the top dose activity change, negative = inhibition, most hits filed as inhibitors; hit rate 0.007% among 270,000; further: potency means the concentration at half of the fitted maximal effect; on the % scale 0 is the no-effect control and ±100 the full control effect
#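 Galactose (100 uM) and ATP (35 uM) were turned over by 5 nM GALK for 1 h at RT. Kinase-Glo Plus then converted the remaining ATP into a luminescent signal.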
# AT treatment – potential ataxia-telangiectasia treatment; […] A-T fibroblasts, KAP-1 phosphorylation AlphaLISA; neocarzinostatin DNA damage 30 min before lysis; Potency, µM (series often up to 57.5 µM), for inactives: at the highest dose activation, hits mostly activators; hit rate 0.19% among 320,000; AID 485349; further: potency means the concentration at half of the fitted maximal effect; % of control where 0% means no effect; nearly all actives have a fitted effect of over 45% in size
#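 hTERT-immortalized A-T patient fibroblasts ([…]), 500 cells/well in OPTI-MEM, 1% FBS, got compounds for 60 min, then NCS for 30 min at 37C. Lysates were then assayed for phospho-KAP-1 by AlphaLISA (anti-pKAP1 donor, anti-KAP1 acceptor beads), 6 hr at 25C.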
# Tb PFK block – blocks T. brucei phosphofructokinase; O15648; T. brucei PFK, ADP-Glo luminescence; Potency, µM (highest dose often 57.5 µM), inactives show at the highest dose activity, negative = inhibition, usual class: inhibitors; hit rate 0.17% among 330,000; AID 485367;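 further: potency means the concentration at half of the fitted maximal effect; 0% = uninhibited 1x PFK enzyme wells and -100% = no-enzyme wells; nearly all actives have a fitted effect of over 60% in size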
#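 1.25 nM PFK with 0.5 mM F6P and 0.1 mM ATP in 0.1 M TEA pH 8.0, 5 mM MgCl2, incubated 45 min at room temperature; ADP measured by ADP-Glo luminescence; compounds titrated up to 57 uM.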
# MLL CXXC-DNA inh – blocks binding of human MLL CXXC domain to DNA. Q03164. MLL-CXXC / FITC-HOXA9 DNA fluorescence polarization. Potency, µM (top dose mostly 115 µM), for the others: top-dose activity change, negative = inhibition, actives largely listed as inhibitors. hit rate 0.037% among 290,000. AID 2662; active means well fitted inhibition curve with a large enough effect in the polarisation, with a control signal flat, not every such curve was filed as active; inconclusive means small, poorly fitted or top-dose-only effect, or effect the other way, or a change in a side signal; inactive means no such curve, though single readings can be large or run the other way; the % refers to the polarisation; further: potency means the concentration at half of the fitted maximal effect
#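 Fluorescence polarization: 7 uM MLL-CXXC (stock) preincubated 5 min with compounds, then 50 nM fluorescein-HOX-A9 DNA (stock) added; 30 min ambient. Buffer 50 mM Tris-HCl pH 7.5, 50 mM NaCl, 1 mM DTT, 0.05% BSA.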
# Giardia killer – Giardia lamblia killing; Giardia lamblia trophozoite viability; activity change, % at 7.66 µM, hits read low; hit rate 0.15% among 340,000; in the data active means activity change below about -80%; inconclusive means between about -30% and that limit;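 further: parasites exposed to compound for two days anaerobically before the ATP read; on the % scale 0 is the no-effect control and ±100 the full control effect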
#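 Giardia trophozoites, 100 cells per well, were exposed to compounds for 48 hrs at 37 deg C under anaerobic conditions; viability was then read as ATP content by bioluminescence after 15-30 min at room temperature.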
# Chronic BCR inh – blocks chronic active B-cell receptor signaling; hit rate 0.05% among 340,000; Potency, µM (top dose mostly 46.1 µM), for inactives: top-dose ratio change, negative = lower green/red ratio, actives largely listed as inhibitors; ABC-DLBCL IkBa-CBG/CBR reporter, luminescence ratio, 4 h; AID 493014; active means well fitted inhibition curve with a large enough effect in the signal ratio, with a control signal flat, not every such curve was filed as active; inconclusive means small, poorly fitted or top-dose-only effect, or effect the other way, or a change in a side signal; the % refers to the signal ratio;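 further: potency means the concentration at half of the fitted maximal effect; plate controls were basal doxycycline-induced cells for no effect and cells given 10 µM MG132 for full effect; MG132 reads +100%, hits lower the ratio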
#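 Compounds up to 46 uM were incubated four hours with TMD8 cells whose green CBG68 luciferase is fused to IkappaBalpha; red CBR luminescence normalised the signal, and concentration-effect curves were fitted to fusion, red and ratio data.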
# TSHR antag – antagonists of human thyroid stimulating hormone receptor; TSHR-expressing cells, TSH-stimulated cAMP HTRF, 2 h; stronger effect = lower value; activity change, negative = inhibition, % at 11.5 µM; hit rate 0.2% among 330,000;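 active means activity change below a set negative limit, meaning inhibition stronger than a set level, cut at about -70% in these data; inconclusive means activity change between two set negative limits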; further: on the % scale 0 is the no-effect control and ±100 the full control effect
#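 TSHR-expressing cells, 200/well, pre-treated with compound, then stimulated with EC80 TSH (4nM final) for 2 hours at 37 deg C. cAMP measured by competitive HTRF: anti-cAMP cryptate antibody in lysis buffer plus cAMP-d2, read after 30 minutes at room temperature.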
# TCR act – T cell receptor activation; primary human leukocytes, anti-CD3, IL-2 HTRF, 48 h; Potency, µM (doses to about 9.22 µM), for inactives: at the top dose activation of IL-2 secretion, hits mostly activators; 330,000 tested, under 10 active; further: % of control where 0% means no effect
#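 Primary human leukocytes receive a-CD3 beads and test compound and are incubated 48 hr. Secreted IL-2 is then assayed by HTRF, measuring 665nm acceptor emission after 320nm excitation of the europium donor.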
# KCNH2 WT inh – inhibitors of human wildtype KCNH2 potassium channel. U2OS, BacMam KCNH2, thallium flux FluxOr; stronger effect = lower value. activity change, % at 1.84 µM. hit rate 0.37% among 340,000. AID 720551;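 active means maximum activity change below -70%; inconclusive means maximum activity change between -70% and -50%; inactive means maximum activity change above -50%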; further: on the % scale 0 is the no-effect control and ±100 the full control effect
#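 U2OS cells transduced with wild-type KCNH2 virus are loaded with FluxOr dye for 45 min, and thallium flux is measured in kinetic reads before and after stimulation buffer. Rate constants are normalized to DMSO controls.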
# FBPA coupling cs – counter-screen for Giardia aldolase inhibitors: coupling enzyme system; coupling enzyme system counterscreen, AmpLite Red fluorescence; activity change, negative = inhibition, % at 58.2 µM, hits read low; AID 2472; hit rate 0.67% among 290,000; in the data active means activity change below about -30%; further: on the % scale 0 is the no-effect control and ±100 the full control effect
#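 Fluorescence at 525 nm excitation and 598 nm emission measured inhibition of the coupled detection system without aldolase. Compounds (at 57.5 uM final) were preincubated 10 min at room temperature with coupling enzyme reagent before a 20 min substrate/AmpLite Red step.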
# * hit, by the source's call; ? = inconclusive; · = no result given; [ ] = dose if it differs, or a comment. Unless noted, the call rests on the fitted dose curve; in most records, active means well fitted curve in the direction sought with a large enough effect; inconclusive means small, poorly fitted or top-dose-only effect, or another doubt; inactive means no such curve, though single readings can be large; an effect the other way counts as inactive or inconclusive.
# Start of the data: the first two records, ahead of the listing:
# Each structure is followed by: AT treatment	GALK inhibitor	TSHR antag	Giardia killer	TCR act	Tb PFK block	KCNH2 WT inh	FBPA coupling cs	Chronic BCR inh	MLL CXXC-DNA inh
- COc1ccc(-n2c(Cc3cccn3C)nnc2SCC(=O)NC2CCCCC2)cc1
  4%	0%	2	1	2%[46.1 µM]	2%	4	0	2%	-1%
- O=C1CC(N2CCOCC2)C(=O)N1c1ccc(Cl)cc1 (stereo not given)
  -8%	-1%	3	-5	-4%	0%	-13	2	?	-9%

# This part in full, from the first entry:
# Each structure is followed by: AT treatment	GALK inhibitor	TSHR antag	Giardia killer	TCR act	Tb PFK block	KCNH2 WT inh	FBPA coupling cs	Chronic BCR inh	MLL CXXC-DNA inh
- COc1ccc(-n2c(Cc3cccn3C)nnc2SCC(=O)NC2CCCCC2)cc1
  4%	0%	2	1	2%[46.1 µM]	2%	4	0	2%	-1%
- O=C1CC(N2CCOCC2)C(=O)N1c1ccc(Cl)cc1 (stereo not given)
  -8%	-1%	3	-5	-4%	0%	-13	2	?	-9%
- Cc1cccc(NC(=O)Cn2nnc3sc4c(c3c2=O)CC(C)(C)OC4)c1
  ?	1%	14	-3	-4%	3%	4	-9	?	-1%
- Cc1ccn2c(=O)nc(SCC(=O)Nc3cc(C)on3)nc2c1
  -1%	·	3	-14	-5%	?	6	·	8%	·
- COc1ccc(CN(Cc2cc3cc4c(cc3[nH]c2=O)OCO4)C(=O)NC2CCCCC2)cc1
  -3%	0%	-14	3	1%	-3%	21	0	?	2%
- CN1CCN(CC#Cc2ccccc2)CC1CCO (stereo not given)
  2%	4%	1	-7	·	-4%	2	0	-1%	-9%
- Cc1[nH]nc(-c2ccc(O)cc2O)c1Oc1ccccc1
  1%	0%	-37	17	·	-2%	15	1	4%	-3%
- Cc1ccc(N2CC(O)=C(c3ccccc3)C2=N)cc1
  -22%	-2%	17	-1	1%	0%	0	3	-3%	-7%
- Cc1occc1-c1nnc(SCC(=O)N2CCc3ccccc32)o1
  -9%	0%	-1	10	-2%	-4%	-1	1	2%	16%
- C/C(=N\OC(=O)c1ccc(F)cc1)c1sc(-c2ccccc2)nc1C
  -2%	-2%	36	-19	3%	2%	19	4	?	6%
- CC[C@]12c3[nH]c4ccc(OC)cc4c3CCN1C(=O)C(CC(=O)NCCCN(C)C)C[C@@H]2C(=O)N1CCN(C(=O)c2ccco2)CC1 (stereo not given in full)
  11%	·	28	-14	1%[46.1 µM]	0%	5	·	0%	·
- CC(C)(C)n1nnnc1C(c1ccncc1)N1CCN(C2CCCCC2)CC1 (stereo not given)
  6%	2%	-4	12	4%	0%	14	0	-1%	11%
- O=C(Nc1cccc(S(=O)(=O)NC2=NCCC2)c1)c1ccc(OC(F)F)cc1
  3%	·	10	-10	-6%	1%	10	·	-22%	·
- O=C(NCCSCc1ccc(Cl)cc1Cl)c1ccc(CN2CCOCC2)cc1
  2%	3%	-17	-13	9%	-1%	0	6	?	2%
- CC(NC(=O)c1cc(-c2cccs2)on1)c1ccccc1 (stereo not given)
  -2%	3%	-9	-4	·	-2%	-9	0	3%	-6%
- CCOc1ncccc1C(=O)N1CCN(S(=O)(=O)c2ccc3ccccc3c2)CC1
  8%	-1%	7	-18	8%	11%	-4	6	10%	10%
- CCOc1cc(N2C(=O)CC3CS(=O)(=O)CC32)c(OCC)cc1NC(=O)c1ccccc1 (stereo not given)
  -13%	1%	1	-3	-20%	-4%	6	3	8%	4%
- CC(=O)NCc1ccc(-c2csc(NC(=O)CCc3nc4ccccc4c(=O)[nH]3)n2)s1
  9%	·	-1	-4	4%[46.1 µM]	-4%	-2	·	-7%	·
- O=C(O)C=C(Br)Br
  0%	·	6	?	-6%	-3%	3	-2	?	2%
- Cc1cc(C)n2nc(NCc3cccc(Br)c3)nc2n1
  2%	1%	0	-1	2%	22%	-3	2	7%	-4%
- CC1=C(C(=O)Nc2ccc(Br)cc2)C(c2ccco2)NC(=O)N1 (stereo not given)
  4%	0%	-9	7	-2%	1%	-1	0	-12%	0%
- CCOC(=O)c1ccc(NC(=O)C2CC2)cc1
  3%	0%	-7	-7	·	4%	·	1	?	-2%
- CCOc1ccccc1N1CCN(S(=O)(=O)c2ccc3c4c(cccc24)C(=O)N3)CC1
  -1%	-2%	14	0	-3%	-6%	1	-8	?	3%
- Cc1nn(-c2cc(N3CCNCC3)ccc2[N+](=O)[O-])c(=O)c2ccccc12
  -4%	-2%	2	-11	-4%	-13%	0	1	3%	-2%
- O=C(Nc1ccc(-n2ccnc2P(=O)(O)c2ccccc2)cc1)c1ccccc1Br
  -3%	1%	7	2	-1%	-4%	-2	6	-1%	-10%
- Cn1c(=O)c2c(nc(N3CCOCC3)n2CC(=O)c2ccccc2)n(C)c1=O
  -10%	3%	14	·	·	2%	·	-2	-1%	2%
- Cc1csc2nc(CSc3nc4ccccc4o3)cn12
  24%	-2%	7	13	3%	-1%	2	-51*	?	-4%
- COc1ccccc1OCCn1cc(C=O)c2ccccc21
  31%	-2%	-9	-19	3%	0%	-7	1	-5%	-4%
- CCOc1ccc(C(F)(F)F)cc1NC(=O)c1ccc(OC)c([N+](=O)[O-])c1
  5%	-1%	2	-7	·	2%	-4	-2	4%	-2%
- Cn1c(=O)c2c(nc(SCC(=O)NCc3ccc4c(c3)OCO4)n2Cc2ccc(Cl)cc2)n(C)c1=O
  -5%	0%	-7	8	-5%[46.1 µM]	-13%	32	-4	2%	-4%
- C=CCNC(=O)C1CCN(c2ccc(S(=O)(=O)N3CCOCC3)cc2Cl)CC1
  0%	4%	0	10	-3%	-6%	0	1	12%	0%
- O=c1c2ccccc2nnn1Cc1nnc(-c2ccccc2Br)o1
  -9%	2%	4	15	9%	-6%	-3	0	?	5%
- COc1ccc(CCNC(=O)c2ccn[nH]2)cc1OC
  1%	-3%	-10	13	-15%	2%	0	-2	?	-7%
- COc1cccc(N2CCN(C(=O)c3ccc(CS(=O)c4ccccc4C)o3)CC2)c1 (stereo not given)
  -7%	-2%	26	7	2%	-9%	1	·	?	1%
- Cc1cccc(NC(=O)CCN2C(=O)c3cccc([N+](=O)[O-])c3C2=O)c1
  8%	-2%	-12	8	-3%	4%	-7	0	8%	-9%
- CCOC(=O)c1ccccc1N/C=C/C(=O)c1cccs1
  3%	1%	15	-2	-5%[46.1 µM]	0%	-3	-5	?	8%
- COC(=O)c1ccccc1NC(=O)CSc1nnnn1C1CCCCC1
  8%	0%	-5	-12	·	0%	0	-1	?	2%
- COc1ccc(OC)c(C(=O)COC(=O)CN2C(=O)NC3(CCCCC3C)C2=O)c1 (stereo not given)
  7%	·	-4	-9	·	-5%	6	·	-11%	·
- O=C(NCCN1CCOCC1)Nc1ccc(Cl)cc1
  ·	0%	16	6	0%	0%	6	5	0%	-6%
- COc1ccc(-c2cc(C(=O)O)nc3ccc4ccccc4c23)cc1OC
  -2%	4%	-2	?	·	1%	-1	0	?	-4%
- OCCN1CCN(CC(O)COc2ccc3c(c2)OCO3)CC1 (stereo not given)
  3%	3%	-5	-19	0%	0%	1	1	?	3%
- CCCNc1nc(N2CCOCC2)nc(N2CCOCC2)n1
  -3%	-5%	10	6	2%	14%	-4	1	-19%	-3%
- O=C1Nc2cc(C(=O)NCCCN3CCCC3)ccc2S/C1=C/c1ccccc1F
  -1%	-1%	0	-28	7%	2%	12	0	-2%	39%[activator]
- Cc1cccc(NS(=O)(=O)c2ccc(Oc3ccccc3)cc2)n1
  8%	1%	7	6	0%	6%	4	2	-14%	-7%
- CCc1cccc(CC)c1NC(=O)CO/N=C(\N)CC(=O)NC1CCCCC1
  -5%	10%	1	9	-3%	-1%	4	2	0%	1%
- O=C(CNC(=O)c1ccccc1F)OCC(=O)N1CCCc2ccccc21
  -2%	-1%	-7	0	0%[46.1 µM]	0%	-7	3	15%	17%
- CC[N+]1(C)[C@@H]2CC[C@H]1CC(OC(=O)[C@H]1CCC(C(=O)OC3C[C@H]4CC[C@@H](C3)[N+]4(C)CC)(c3ccccc3)c3ccccc31)C2 (stereo not given in full)
  22%	·	18	9	-10%	-8%	4	·	-1%	·
- O=C(c1ccc(N2CCCC2)c([N+](=O)[O-])c1)N1CCc2ccccc2C1
  -14%	·	-4	8	6%	0%	3	·	?	·
- CC(C(=O)Nc1ccccc1-c1ccccc1)N1CCCCC1 (stereo not given)
  ·	4%	-17	10	10%	5%	-2	8	?	-7%
- COC(=O)Cc1n[nH]c(=S)[nH]c1=O
  3%	8%	-1	4	1%	0%	-3	0	0%	4%
- CN1CC(=O)N2[C@H]3c4ccccc4OC[C@@H]3[C@H](c3ccccc3)[C@]2(C)C1=O
  4%	·	-10	-6	3%	-1%	2	·	2%	·
- COC(=O)c1ccc(C(NC(=O)OCc2ccccc2)/C(C)=C/[C@@H](C)C(=O)NCc2ccc(-c3ccccc3)cc2)cc1 (stereo not given in full)
  4%	·	-9	17	6%	-2%	-1	-4	0%	19%
